PrPC TRFRET = inhibitors of human cell surface prion protein PrPC | 0.43% of 370,000 active | TR-FRET read-out | inhibition, % at 13.8 µM | AID 720596 | P04156; in the data active means inhibition above about 24%; further: 0% = median of the test wells and 100% = reference compound wells
TcdB GH inh = blocks C. difficile toxin B glycohydrolase activity; P18177; TcdB glycohydrolase enzymatic assay, plate reader; inhibition, % at 9.99 µM; 0.24% of 350,000 active; in the data active means inhibition above about 10%
Target sequence (P18177 whole entry, looked up): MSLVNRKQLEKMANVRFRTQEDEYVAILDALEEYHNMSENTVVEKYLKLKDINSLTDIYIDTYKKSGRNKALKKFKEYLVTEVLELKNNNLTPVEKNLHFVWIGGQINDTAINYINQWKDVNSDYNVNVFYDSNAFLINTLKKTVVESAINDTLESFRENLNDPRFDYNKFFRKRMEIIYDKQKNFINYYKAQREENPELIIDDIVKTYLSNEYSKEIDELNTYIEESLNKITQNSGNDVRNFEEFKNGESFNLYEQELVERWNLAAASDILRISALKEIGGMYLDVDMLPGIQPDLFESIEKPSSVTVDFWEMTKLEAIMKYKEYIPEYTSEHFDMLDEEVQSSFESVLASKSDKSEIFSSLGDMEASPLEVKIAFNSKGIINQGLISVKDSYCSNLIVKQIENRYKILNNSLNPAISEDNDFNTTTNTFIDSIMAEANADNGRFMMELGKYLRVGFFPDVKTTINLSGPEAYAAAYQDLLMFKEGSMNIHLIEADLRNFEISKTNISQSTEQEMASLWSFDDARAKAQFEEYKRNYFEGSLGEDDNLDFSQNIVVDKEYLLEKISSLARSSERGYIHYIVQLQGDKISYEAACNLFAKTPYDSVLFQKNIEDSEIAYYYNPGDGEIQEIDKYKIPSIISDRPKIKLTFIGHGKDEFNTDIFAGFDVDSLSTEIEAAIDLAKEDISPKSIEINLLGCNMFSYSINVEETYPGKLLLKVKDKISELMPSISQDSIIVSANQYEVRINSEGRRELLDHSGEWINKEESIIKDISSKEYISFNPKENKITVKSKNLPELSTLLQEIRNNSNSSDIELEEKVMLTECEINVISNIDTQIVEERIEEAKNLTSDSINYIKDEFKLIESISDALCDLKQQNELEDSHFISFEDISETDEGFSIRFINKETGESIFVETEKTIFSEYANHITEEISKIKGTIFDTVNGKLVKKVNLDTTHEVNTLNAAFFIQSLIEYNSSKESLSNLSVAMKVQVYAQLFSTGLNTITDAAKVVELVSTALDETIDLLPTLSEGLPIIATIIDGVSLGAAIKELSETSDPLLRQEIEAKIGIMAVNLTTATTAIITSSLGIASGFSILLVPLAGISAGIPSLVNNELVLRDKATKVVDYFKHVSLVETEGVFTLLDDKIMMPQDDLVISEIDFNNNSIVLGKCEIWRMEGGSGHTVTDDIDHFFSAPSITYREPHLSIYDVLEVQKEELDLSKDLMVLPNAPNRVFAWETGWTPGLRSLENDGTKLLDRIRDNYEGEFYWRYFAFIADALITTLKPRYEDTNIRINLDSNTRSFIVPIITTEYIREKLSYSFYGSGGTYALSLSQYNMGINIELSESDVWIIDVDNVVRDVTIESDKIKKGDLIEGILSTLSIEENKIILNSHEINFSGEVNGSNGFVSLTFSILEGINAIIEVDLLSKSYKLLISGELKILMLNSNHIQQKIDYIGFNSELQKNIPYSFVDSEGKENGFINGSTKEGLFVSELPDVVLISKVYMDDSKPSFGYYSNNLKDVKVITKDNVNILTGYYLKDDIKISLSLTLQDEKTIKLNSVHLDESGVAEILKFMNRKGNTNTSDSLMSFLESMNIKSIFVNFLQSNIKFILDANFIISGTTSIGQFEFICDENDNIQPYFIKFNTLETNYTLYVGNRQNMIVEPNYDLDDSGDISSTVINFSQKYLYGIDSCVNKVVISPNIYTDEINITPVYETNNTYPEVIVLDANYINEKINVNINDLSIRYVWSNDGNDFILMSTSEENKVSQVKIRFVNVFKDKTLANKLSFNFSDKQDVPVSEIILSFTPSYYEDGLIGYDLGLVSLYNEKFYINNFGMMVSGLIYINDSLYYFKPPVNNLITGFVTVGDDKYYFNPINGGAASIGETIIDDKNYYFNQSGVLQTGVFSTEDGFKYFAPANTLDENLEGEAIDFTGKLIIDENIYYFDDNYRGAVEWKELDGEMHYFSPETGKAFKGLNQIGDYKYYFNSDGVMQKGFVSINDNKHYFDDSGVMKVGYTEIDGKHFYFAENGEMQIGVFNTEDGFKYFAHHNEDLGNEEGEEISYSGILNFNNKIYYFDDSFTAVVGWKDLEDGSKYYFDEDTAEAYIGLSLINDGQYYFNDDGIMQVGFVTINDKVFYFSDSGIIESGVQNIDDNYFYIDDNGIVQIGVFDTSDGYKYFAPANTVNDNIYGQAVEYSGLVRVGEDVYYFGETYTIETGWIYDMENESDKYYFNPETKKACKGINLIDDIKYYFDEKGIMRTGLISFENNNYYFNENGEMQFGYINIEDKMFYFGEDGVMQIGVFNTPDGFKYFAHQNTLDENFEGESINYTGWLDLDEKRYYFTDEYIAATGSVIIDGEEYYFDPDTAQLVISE
3CLpro inhibitor = SARS-CoV 3CLpro protease inhibition; recombinant SARS-CoV 3CLpro, quenched FRET peptide cleavage; inhibition, % at 6 µM; P0C6X7; 0.14% of 290,000 active; in the data active means inhibition above about 12%
BH1578 lux ind = quorum light induction in luxS cqsA deficient V. cholerae; activation, % at 18.7 µM; 0.16% of 350,000 active; V. cholerae BH1578 lux reporter, luminescence, 6 h; in the data active means activation mostly above about 9.7%, no sharp cut-off; inconclusive means no clear call, values can overlap the other calls; inactive means mostly below about 3.7%; further: not every result past the cut was called active; inactives centre near 0; reference of the scale not given here
SSB-PriA inh = inhibitors of Klebsiella pneumoniae PriA binding to SSB C-terminal tail; AlphaScreen SSBct-PriA binding, biotinylated peptide; inhibition, % at 33 µM; 0.6% of 430,000 active; in the data active means inhibition mostly above about 37%, no sharp cut-off; inactive means mostly below about 20%;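 further: plate controls were negative control peptide for no effect and reference peptide for full effect; strong numbers were not always called active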
PfHsp40 yeast = rescue of PfHsp40-mediated yeast toxicity; 0.68% of 340,000 active; AID 504582; S. cerevisiae expressing PfHsp40, growth rescue, ATP luminescence; growth rescue, % at 12.5 µM; in the data active means growth rescue above about 28%, passing the limit was not always enough; inconclusive means no clear call, values can overlap the other calls;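 further: yeast W303a lacking pdr1 and pdr3 grown in galactose medium; growth measured after three days at 30 °C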
Anthrax LF prot = inhibitors of Bacillus anthracis lethal factor protease; multiplex microsphere protease cleavage assay, LF; inhibition, % at 10 µM; 0.12% of 360,000 active; further: plate controls were buffer without enzyme for full effect and enzyme alone for no effect
Y pestis TopoI = blocks Yersinia pestis topoisomerase I activity | 0.064% of 360,000 active | AID 504884 | activity, % at 10 µM | Y. pestis Topo-I cleavage product accumulation, plate reader; in the data active means activity above about 50%, passing the limit was not always enough; inconclusive means no clear call, values can overlap the other calls; further: inactives centre near 2
BoNT A protease = blocks Botulinum neurotoxin A light chain protease. 0.17% of 360,000 active. AID 588499. multiplex microsphere protease substrate cleavage, flow cytometry. inhibition, % at 10 µM; further: plate controls were buffer without enzyme for full effect and enzyme alone for no effect
An asterisk follows results filed as active; i = inactive; ? = inconclusive; nt = not tested or not shown; & = joins results of further samples. Unless noted, no stated cut-off is given here; in the data, active means inhibition above about 30%; inconclusive means no clear call, values can overlap the other calls; inactive means below that.

SMILES	PrPC TRFRET	TcdB GH inh	3CLpro inhibitor	BH1578 lux ind	SSB-PriA inh	PfHsp40 yeast	Anthrax LF prot	Y pestis TopoI	BoNT A protease
O=C(O)c1cccc(S(=O)(=O)Nc2ccc(O)c(Sc3nc4ccccc4s3)c2)c1	-3	-0.4	8	i	-4	-0.1	-6	5	-1.3
CCOC(=O)c1c(C)[nH]c(C(=O)COC(=O)CN2C(=O)C3CCCCC3C2=O)c1C (stereo not given)	7	1.1	4	-0.8	-16	0.3	7	18	1.5
CCc1ccc(NC(=S)NC2CC3CCCC(C2)N3Cc2cccs2)cc1 (stereo not given)	8	0.5	-2	-1.8	-1	2.6	-3	0	-0.3
COCCSc1ccccc1C(=O)N1CCOCC1	0	nt	1	-0.2	-8	-0.5	-3	3	?
Cc1ccc(C(=O)CCc2ccc(N)cc2)cc1	10	1.7	-1	-1.0	-5	1.2	-3	1	-1.3
COC(=O)c1ccc(S(N)(=O)=O)o1	-7	nt	4	0.1	-7	-0.7	-2	4	-0.1
COc1ccc(Nc2nc(NC(C)(C)C)nc(N3CCOCC3)n2)c(OC)c1	-2	0.4	0	-0.3	16	-1.7	0	5	0.4
COc1ccc(S(=O)(=O)N2CCN=C2SCc2cccc(C)c2)cc1	11	0.8	4	-0.8	-38	0.8	6	19	4.0
Cc1ccc(NC(=S)N2CCN(c3ccccc3F)CC2)c(C)c1	2	0.3	7	0.7	5	1.4	7	-2	-2.8
Cc1ccc(NC(=O)c2ccccc2F)c(NC(=O)c2ccccc2F)c1	-7	0.9	nt	-0.5	-1	6.8	11	10	-2.3
CCOC(=O)Cc1cnc(NC(=O)CSc2nc(C)c(CC)c(=O)[nH]2)s1	8	-2.8	1	-0.4	-2	-1.5	-2	9	0.4
CCOC(=O)c1c(-c2cccc(N)c2)cn2ccccc12	4	-0.7	1	-1.2	-19	0.4	8	6	-0.6
CCOc1ccccc1NC(=O)CSc1nnnn1Cc1ccccc1	7	nt	-4	-0.4	-22	0.4	-4	-5	0.2
CCCCOC(=O)Nc1cc(C)c(Cl)cc1OC	0	nt	-4	1.0	-141&-25&-96	-1.4	1	3	0.5
Cc1c(Nc2ncccc2C(=O)O)cccc1C(F)(F)F	6	1.3	nt	-0.7	5	-0.4	-1	0	-0.3
CC(=O)NC(c1ccccc1)c1nc(-c2ccc3ccccc3c2)cs1 (stereo not given)	6	0.0	nt	-0.4	nt	nt	-7	15	0.2
COc1ccc(C2(c3ccc(OC)cc3)NC(=O)N(CC(=O)Nc3ccccc3C(F)(F)F)C2=O)cc1	3	-4.7	5	-0.6	13	0.9	-1	3	-2.2
COc1ccc(N2C(=O)CC(NNc3ncc(Cl)cc3Cl)C2=O)cc1 (stereo not given)	2	-0.3	10	i	10	-1.0	-3	-4	-0.3
COc1ccccc1Nc1c2ccccc2nc2ccccc12	-3	-0.5	4	26	30	-0.4	-3	-14	-0.1
CCOC(=O)c1cc(CO)cc(C(=O)OCC)c1	-2	-0.3	-5	-0.4	-4	-2.0	-7	2	-0.4
Clc1ccccc1-c1nnc(CNC2CC2)o1	4	0.4	-2	-0.2	-11	0.0	0	-2	0.7
COc1ccc(NC(=O)c2nc[nH]c2C(=O)N2CCN(c3ccccc3)CC2)cc1	2	-0.6	nt	i	-12	-1.2	-8	-10	-0.6
COc1ccccc1-n1cnnc1SCC(=O)Nc1ncc(Cl)cc1Cl	-3	nt	-1	i	3	-1.2	2	0	-0.6
CCc1nc(SCC(=O)Nc2ccc(C(=O)O)cc2)n[nH]1	-4	1.1	-7	-0.2	0	2.2	5	-5	-0.6
COc1nccnc1NS(=O)(=O)c1ccc(NC(=O)c2ccc(F)cc2)cc1	3	5.0	-2	-0.3	-14	-0.3	10	8	-5.9
CCOc1ccc(CNC(=O)CCCC(=O)n2ncc3cc(C)ccc32)cc1	-3	0.8	0	-1.5	3	0.1	-3	8	-0.6
Fc1ccc(-c2noc(-c3ccc4c(c3)CCO4)n2)cc1	-7	-1.3	7	i	-5	-0.8	-14	5	-4.2
Cc1ccc2[nH]c(=O)c(CNS(=O)(=O)c3ccccc3)c(-c3ccccc3)c2c1	1	nt	1	-0.6	-2	-0.1	-4	0	-1.3
CC(NC(=O)CN1C(=O)COc2ccccc21)c1ccccc1 (stereo not given)	-6	-1.6	4	-0.4	-3	0.4	-2	-1	0.2
COc1ccnc(NCc2ccc(Cl)cc2)c1C#N	2	0.2	3	i	10	-0.8	-3	4	-0.3
O=C(Nc1ccc(N2CCN(C(=O)c3ccccc3)CC2)cc1)c1ccc(Br)o1	14	nt	-2	i	20	0.1	-2	26	0.4
CSc1ccc(CN2CCC(C)(Oc3ccc(C(C)=O)cc3)C2)cc1 (stereo not given)	-5	0.3	nt	-0.4	nt	nt	-10	8	-0.3
CN(C)C(=O)c1ccc(NC(=O)COc2ccc([N+](=O)[O-])cc2)cc1	-2	-1.3	-2	-0.3	-11	1.0	8	-8	-0.6
COc1cc2c(cc1OC)C(c1cc3ccc(C)cc3[nH]c1=O)N(C(=O)c1ccco1)CC2 (stereo not given)	10	1.4	-2	-0.2	4	0.4	0	25	1.8
O=C(Nc1cccc([N+](=O)[O-])c1)c1cc(S(=O)(=O)N2CCOCC2)cs1	-6	-0.1	-1	i	12	-1.5	-2	-7	1.4
CCCCCCOC(=O)C(C#N)c1nc2ccccc2nc1N1CCN(C)CC1 (stereo not given)	-4	nt	1	-0.3	6	0.4	25	37	4.0
C[C@@H](C(=O)N1CCN(C(=O)OC(C)(C)C)CC1)n1cc(CCCN=C(NC(=O)OC(C)(C)C)NC(=O)OC(C)(C)C)nn1	8	0.6	2	i	9	1.9	0	31	0.3
CC1=NN(c2ccccc2)C(=O)C1/C=C1\C(=O)NC(=O)N(c2cc(C)cc(C)c2)C1=O (stereo not given)	7	nt	0	i	3	-1.6	-7	4	0.2
Cc1ccc2c(c1)CCCN2C(=O)c1ccc2c(c1)OCO2	5	nt	4	1.3	-17	-0.3	-1	9	-1.1
C#CCNC(=O)C1=C[C@H](c2ccccc2)[C@@H](CCCO)[C@H](OCC)O1	-1	-3.2&-1.1	3	i	4	-0.2	-4	-3	0.1
Clc1ccc(-n2ncc3c(N4CCCC4)ncnc32)cc1	4	nt	4	i	-8	-0.1	0	1	-0.3
NC(COCc1ccccc1)c1csc(Nc2nncc3ccccc23)n1 (stereo not given)	-11	-0.9	nt	i	nt	nt	-2	0	0.9
CCCN1C(=O)/C(=C/c2nc3ccccc3c(=O)[nH]2)c2ccccc21	6	-0.2	-2	-0.3	1	-0.3	1	-3	-0.6
CC(=O)N1c2cc3ccccc3cc2N(C(C)=O)c2cc3ccccc3cc21	-4	-0.5	nt	i	-6	-0.5	1	25	-1.0
Cc1ccc(-n2c(C)cc(C(=S)N3CCOCC3)c2C)cc1C	3	1.4	3	i	8	-1.2	1	12	5.6
CCOC(=O)C1=C(C)OC(N)=C(C#N)C12C(=O)N(C)c1ccccc12 (stereo not given)	1	nt	-5	-0.6	-8	0.3	-5	-2	0.2
N#Cc1cccc(NC(=O)c2ccccc2C(=O)O)c1	1	nt	-8	i	6	-0.4	3	-2	0.8
CC(C)C(NC(=O)c1ccc(C(C)(C)C)cc1)C(=O)NCc1ccccn1 (stereo not given)	15	-1.7	nt	i	6	-0.3	-3	11	-1.5
COc1ccc(NC(=O)CN2C(=O)NC3(CCCCCC3)C2=O)cc1Cl	-5	1.2	nt	i	-1	-0.4	3	-2	0.6
CC(C)(C)C(=O)[C@@H]1[C@@H]2C(=O)N(C3CCCCC3)C(=O)[C@@H]2[C@H]2c3ccccc3C=CN12	-5	nt	0	i	8	0.9	-3	6	1.7

Copied from the listing (2 entries):
SMILES	PrPC TRFRET	TcdB GH inh	3CLpro inhibitor	BH1578 lux ind	SSB-PriA inh	PfHsp40 yeast	Anthrax LF prot	Y pestis TopoI	BoNT A protease
COc1ccc(NC(=O)CN2C(=O)NC3(CCCCCC3)C2=O)cc1Cl	-5	1.2	nt	i	-1	-0.4	3	-2	0.6
CC(C)(C)C(=O)[C@@H]1[C@@H]2C(=O)N(C3CCCCC3)C(=O)[C@@H]2[C@H]2c3ccccc3C=CN12	-5	nt	0	i	8	0.9	-3	6	1.7

Remaining list, next part:
SMILES	PrPC TRFRET	TcdB GH inh	3CLpro inhibitor	BH1578 lux ind	SSB-PriA inh	PfHsp40 yeast	Anthrax LF prot	Y pestis TopoI	BoNT A protease
COc1ccc(CNS(=O)(=O)c2cc3c4c(c2)C(C)C(=O)N4CCC3)cc1 (stereo not given)	3	0.3	-4	i	2	0.8	-2	1	-0.7
Cc1cc(C)c(NS(=O)(=O)c2ccc(NC(=O)c3cccs3)cc2)c(C)c1	6	nt	0	i	-21	-0.3	-1	13	0.6
CC1(C(=O)NS(=O)(=O)c2cccc(OC(F)F)c2)CCN1C(=O)CC1CCCC1 (stereo not given)	5	-3.3	nt	0.2	nt	nt	0	-2	-0.5
CC1CCN(S(=O)(=O)c2ccccc2[N+](=O)[O-])CC1	-4	1.2	0	i	-11	-1.4	-6	-2	0.1
Cc1ncccc1C(=O)N1CCCC(CNC(=O)c2ccc(-c3ccccc3)cc2)C1 (stereo not given)	-5	0.0	6	0.5	-3	-1.7	-3	11	-2.1
CSc1ccccc1C(=O)NCc1ccccc1C	-3	1.3	1	i	-8	0.1	-4	4	-0.7
CN1CCN(C(=O)c2ccccc2NC(=O)C(C)(C)C)CC1	2	nt	-3	-0.3	-14	-0.6	-1	-2	0.2
O=S(=O)(c1ccc(F)c(F)c1)N1CCCc2ccccc21	3	1.8	4	i	-35	-0.8	8	1	-1.4
CCOC(=O)C1CCN(S(=O)(=O)c2ccc3c4c(cccc24)C(=O)N3CC)CC1	6	-3.6	nt	i	-42&-35	0.9	11	-7	-0.1
Nc1nc2c(s1)CCCCCCCCCC2	7	3.7	3	i	8	nt	16	-2	-1.4
Cc1ccc(Nc2c(F)c(F)c(F)c(F)c2C(=O)O)c(C)c1	11	0.0	0	-0.4	1	0.2	1	7	-1.6
O=C(Nc1cc(Cl)cc(Cl)c1)c1cccc(OC(F)F)c1	13	nt	7	i	-10	1.5	-4	0	-0.3
CCCCN1CC(COCc2ccccc2)Oc2cccc(Oc3ccc(C(C)C)cc3)c2S1(=O)=O (stereo not given)	0	1.3	nt	-0.5	-20	-1.3	-13	7	-0.7
Cc1cc(C)c2oc(C(=O)N3CCN(C)CC3)cc(=O)c2c1	-3	0.5	0	1.2	6	-0.8	3	-1	-2.8
O=[N+]([O-])c1cc(C(F)(F)F)cc([N+](=O)[O-])c1Sc1n[nH]c(C(F)(F)F)n1	-16	-0.4	7	0.2	-2	-1.0	nt	0	nt
COc1ccccc1-c1cc2nc(NCc3cccc(Cl)c3)ccn2n1	5	0.2	nt	-2.5	nt	nt	3	-10	0.4

Structures from the list above that have two or more sulfur atoms, in the order listed:
SMILES	PrPC TRFRET	TcdB GH inh	3CLpro inhibitor	BH1578 lux ind	SSB-PriA inh	PfHsp40 yeast	Anthrax LF prot	Y pestis TopoI	BoNT A protease
O=C(O)c1cccc(S(=O)(=O)Nc2ccc(O)c(Sc3nc4ccccc4s3)c2)c1	-3	-0.4	8	i	-4	-0.1	-6	5	-1.3
CCc1ccc(NC(=S)NC2CC3CCCC(C2)N3Cc2cccs2)cc1 (stereo not given)	8	0.5	-2	-1.8	-1	2.6	-3	0	-0.3
COc1ccc(S(=O)(=O)N2CCN=C2SCc2cccc(C)c2)cc1	11	0.8	4	-0.8	-38	0.8	6	19	4.0
CCOC(=O)Cc1cnc(NC(=O)CSc2nc(C)c(CC)c(=O)[nH]2)s1	8	-2.8	1	-0.4	-2	-1.5	-2	9	0.4
O=C(Nc1cccc([N+](=O)[O-])c1)c1cc(S(=O)(=O)N2CCOCC2)cs1	-6	-0.1	-1	i	12	-1.5	-2	-7	1.4
Cc1cc(C)c(NS(=O)(=O)c2ccc(NC(=O)c3cccs3)cc2)c(C)c1	6	nt	0	i	-21	-0.3	-1	13	0.6

Screening results deposited in PubChem BioAssay by several laboratories.

These rows are one share of the data; count on the stated rates, not on these rows.
